UBC9 SUMO inh: inhibitors of human SUMOylation (UBC9); HTRF SUMOylation assay, SAE1/SAE2 + UBC9, in vitro; AID 2006; actives 0.36% (n = 290,000); inhibition, % at 35 µM; P63279; in the data active = inhibition above about 50%, passing the limit was not always enough; note: strong numbers were not always called active
Target sequence (P63279 whole entry, looked up): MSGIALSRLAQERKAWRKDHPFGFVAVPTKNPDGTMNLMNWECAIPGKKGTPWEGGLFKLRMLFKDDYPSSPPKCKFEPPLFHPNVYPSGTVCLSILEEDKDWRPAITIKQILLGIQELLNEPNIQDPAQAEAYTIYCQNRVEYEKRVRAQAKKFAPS
IMP-1 inhibitor: blocks Pseudomonas aeruginosa IMP-1 metallo-beta-lactamase; purified IMP-1, nitrocefin hydrolysis, epi-absorbance fluorescence; inhibition, % at 5.6 µM; actives 0.45% (n = 290,000);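 active = inhibition above the mean plus 3 SD of all compounds in the same screening run, cut at about 4.5% in these data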;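 note: 0% = IMP-1 with DMSO and 100% = DMSO wells lacking enzyme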
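System: purified recombinant IMP-1 beta-lactamase. Medium: Zinc- and detergent-supplemented HEPES buffer, pH 7.1. Compound: one 5.6 µM dose […]. Schedule: 15 min preincubation plus 25 min reaction at 25 °C. Technique: Epi-absorbance fluorescence, 480 nm excitation, 530 nm emission.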
HCV NS3 hel inh: inhibitors of Hepatitis C virus NS3 helicase; inhibition, % at 10.9 µM; NS3 helicase DNA unwinding, Cy5 molecular beacon fluorescence; AID 1800; actives 0.56% (n = 290,000);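 active = inhibition above the mean of all tested compounds plus 3 SD, set per campaign, cut at about 35% in these data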;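 note: 0% = DMSO wells and 100% = thioflavine S control wells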
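System: NS3 helicase fragment of HCV / Schedule: 1 h at 25 °C / Control set: DMSO alone as 0% and 110 µM thioflavine S as 100% / Reagent: Cy5/quencher beacon DNA duplex and ATP to start / Technique: Cy5 fluorescence / Replication: singlicate / Evaluation: % inhibition of end-to-start signal ratio versus controls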
VIM-2 inh: blocks Pseudomonas aeruginosa VIM-2 metallo-beta-lactamase; purified VIM-2, nitrocefin hydrolysis, epi-absorbance fluorescence; actives 0.89% (n = 290,000); AID 1527; inhibition, % at 5.6 µM;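 active = inhibition above the mean of all tested compounds plus 3 SD, cutoff set per screening run, cut at about 7.5% in these data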;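 note: red hydrolysis product quenches plate fluorescence so inhibitors raise well fluorescence; 0% = enzyme with DMSO and 100% = DMSO without enzyme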
IDE cell inh: inhibits human insulin-degrading enzyme in HEK cells | P14735 | FAbetaB cleavage, fluorescence polarization | inhibition, % at 5.59 µM | actives 0.41% (n = 320,000) | AID 434962;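 active = percent inhibition above the average of all tested compounds plus 3 SD, set per screening campaign, cut at about 16% in these data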;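 note: IDE supplied by intact live HEK cells; FP after avidin binding of uncleaved biotin substrate so inhibition keeps polarization high; 0% = DMSO wells and 100% = 60 µM reference IDE inhibitor Ii1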
IDE act: boosts human insulin-degrading enzyme activity in HEK cells; FAbeta-B cleavage, fluorescence polarization; 0% vehicle, 100% cell-free pure enzyme wells; actives 0.073% (n = 340,000); AID 493087; activation, % at 5.96 µM; P14735;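 active = activation above the mean of all tested compounds plus 3 SD, set per screening campaign, cut at about 17% in these data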
DNA FID counter: displaces DNA intercalator in HCV helicase counter-screen; actives 0.17% (n = 290,000); AID 1845; inhibition, % at 7.9 µM; DNA fluorescent intercalator displacement, fluorescence; in the data active = inhibition above about 37%;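 note: 0% = vehicle and 100% = reference compound; higher means more ethidium bromide displaced from hairpin DNA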
M18AAP inhibitor: PfM18AAP enzyme inhibition; recombinant PfM18AAP, H-Glu-NHMec fluorogenic cleavage; inhibition, % at 7.35 µM; actives 1.2% (n = 290,000);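 active = inhibition above the campaign mean inhibition over all tested compounds plus 3 SD, cut at about 28% in these data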;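 note: 0% = plate median of test compound wells and 100% = 2 mM ZnCl2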
p-CIP stab down: lowers stability of the mouse p/CIP coactivator protein. F442A p/CIP-EGFP cells, EGFP fluorescence, 16 h. decrease of EGFP signal, % at 10 µM. actives 0.01% (n = 290,000). AID 1984;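 active = EGFP signal decrease of at least 30% at 10 µM or well 3 SD below plate mean, unless failing retest; inactive = the rest, including hits failing retest or dose response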; note: some compounds called inactive have numbers as strong as hits; many of its hits are not listed in these tables
* marks the source's active call; other numbers are inactive results; . = not tested or not shown.

structure	UBC9 SUMO inh	IMP-1 inhibitor	HCV NS3 hel inh	VIM-2 inh	IDE cell inh	IDE act	DNA FID counter	M18AAP inhibitor	p-CIP stab down
Cn1nc(C(F)(F)F)c(C(=O)Nc2ccc(F)cc2)c1Cl	4	-0.7	-6	2.1	4	2	4	-3	3
CCNC(=O)COC(=O)COc1ccc(Cl)cc1C	-1	-0.7	3	-0.8	8	1	-1	-2	-2
COc1cccc(Nc2nc3ccccc3nc2NS(=O)(=O)c2cccs2)c1	15	-2.8	1	-0.3	-3	-5	-24	3	-10
COc1cc(-c2noc(C)c2C#CC2(O)CCCCC2)cc(OC)c1OC	2	-1.8	-7	-0.6	5	-2	-37	12	3
CC(=O)c1ccc(OCCn2cnc3ccccc32)cc1	3	-6.2	-1	0.2	-5	6	-16	3	-16
COCCN1CC(O)=C(c2nc3ccccc3c(=O)[nH]2)C1=N	32	-0.8	3	4.1	0	-10	0	-8	-2
CCC1(c2ccc(F)cc2)NC(=O)NC1=O (configuration not stated)	5	-3.0	3	-5.1	6	2	-2	-1	-6
COc1ccc(C(=O)NC2CC2)cc1OC1CCN(Cc2cc(C)cc(C)c2)CC1	21	-1.1	-6	0.8	-2	3	13	-5	1
CCN(CC)C(=O)C1CCCN(C/C=C/c2ccccc2)C1 (configuration not stated)	31	-0.4	-13	-2.2	3	-3	21	-13	-13
COc1cc(CNCCNCC(C)O)ccc1OCc1ccc(Cl)nc1 (configuration not stated)	9	-2.9	3	39*	-4	3	25	0	-4
CC1CCN(S(=O)(=O)c2cn(CC(=O)N3CCN(c4cccc(C(F)(F)F)c4)CC3)cn2)CC1	-18	-2.0	-12	-2.2	8	-7	-53	-5	-7
CCn1nc(C(=O)Nc2nc3ccc(C)cc3s2)c2ccccc2c1=O	-10	-2.5	0	-4.2	1	-5	1	-19	0
CN(CCO)c1nc(N)c2c(N)nc3c(c2c1C#N)CC(=O)N3Cc1cccs1	101*	-0.7	-3	-3.3	-2	0	3	5	-12
COc1ccccc1NC(=S)NC(=O)c1ccc(Cn2cc(Br)cn2)cc1	12	-2.3	3	-4.0	-2	0	1	4	-14
COC(=O)CN1C(=O)[C@H]2[C@@H](c3ccc(C)o3)N3C(=O)CN(Cc4ccccn4)C(=O)[C@@]3(C)[C@H]2C1=O	-10	-3.5	9	-1.6	6	1	-27	1	-5
Cc1ccc(NS(=O)(=O)c2cc(C(=O)NCc3ccncc3)ccc2C)cc1	0	-0.6	-7	-3.2	.	-1	-21	4	-14
CC(=O)Nc1ccc(S(=O)(=O)Nc2ncccn2)cc1	31	-2.1	-6	0.9	3	2	0	1	-4
Cc1[nH]c(=O)[nH]c(=O)c1NS(=O)(=O)c1ccc2c(c1)CCCC2	-6	3.1	-2	-3.3	5	4	-2	3	1
COCCn1nnnc1C(c1cccs1)N1CCN2CCCC2C1 (configuration not stated)	4	-1.6	2	-2.1	1	4	2	-5	7
COc1ccc2[nH]c3c(c2c1)CN(C)CC3	11	-1.8	7	-3.0	1	-2	0	7	-6

More entries follow.
structure	UBC9 SUMO inh	IMP-1 inhibitor	HCV NS3 hel inh	VIM-2 inh	IDE cell inh	IDE act	DNA FID counter	M18AAP inhibitor	p-CIP stab down
Cc1nn(CC(=O)N2CCN(C)CC2)c(=O)c2c1sc1ccccc12	7	-4.4	7	11*	3	-4	8	4	-1
Cc1ccc2c(CC(=O)NNC(=O)c3ccccc3)coc2c1	8	-1.5	3	-4.4	-4	-2	-1	0	9
CCc1ccccc1NC(=O)CSC1=C(C#N)C(c2ccc(O)c(OC)c2)C2=C(CCCC2=O)N1 (configuration not stated)	6	-1.5	22	-0.2	2	8	-22	24	-5
Cc1cc(OC(C)C(=O)N(Cc2ccco2)C2CCS(=O)(=O)C2)ccc1Cl (configuration not stated)	18	-2.0	26	-1.0	-3	-1	-39	-3	-8
Cc1ccc(Cn2nc(C)c(NC(=O)c3cc(-c4ccco4)on3)c2C)cc1	12	-1.8	3	-2.0	-1	3	-32	-4	-12
COc1ccccc1C(=O)O/N=C(\N)c1ccccn1	14	-1.8	8	-1.2	-2	3	-4	4	2
O=C(NCCN1CCCC(O)C1)c1cc(COc2ccc(F)cc2Cl)on1 (configuration not stated)	-2	0.8	-8	0.7	0	0	12	0	-8
O=C(c1cccc(S(=O)(=O)N2CCOCC2)c1)N1CCCC1	21	-3.2	-1	-3.3	1	4	0	7	-5
CC1CCN(C(=O)Cn2nnc(-c3cccs3)n2)CC1	-1	-3.0	13	-2.4	-3	-1	2	-5	-4
CN(C)C1(CNC(=O)CC(NC(=O)c2ccccc2Cl)c2ccccc2)CCCCC1 (configuration not stated)	-2	-4.2	1	-5.5	6	1	2	0	-12
COc1ccc(/C=C2/SC(=S)N(CC(=O)O)C2=O)cc1OCc1ccc(Cl)cc1	23	1.1	23	3.1	-4	3	19	-12	-4
COc1cc(/C=C(\NC(=O)c2ccccc2)C(=O)NCC(=O)O)c([N+](=O)[O-])cc1OC	12	-2.9	2	-3.0	1	0	2	9	-24
Cc1ccc(S(=O)(=O)n2[nH]c(=O)cc2N)cc1	10	-3.2	2	-4.0	-2	2	-6	12	-10
CN(C[C@H](Cc1ccccc1)N(C[C@H](Cc1cccc2ccccc12)N(CCc1ccccc1)N=O)N=O)N=O	-26	.	.	.	2	3	.	.	2
O=C(CSc1nnc(-c2ccncc2)n1CC1CCCO1)NCc1ccccc1 (configuration not stated)	19	-2.5	-3	-1.4	-6	7	-6	5	-1
O=C(CC1CCCC1)Nc1nnc(C2CC2)s1	14	-2.8	-2	-3.9	2	6	-4	-2	-18
CN1CCC(=NNC(=O)CSCc2ccccc2)CC1	6	-2.9	-4	-5.9	-1	-1	-10	8	-4
O=C(NCC1COc2ccccc2O1)C1CCC(CNc2c(N3CCCCC3)c(=O)c2=O)CC1 (configuration not stated)	-7	.	.	.	1	4	.	.	7
COc1cc(C(C)=O)ccc1OCC(O)CN1CCN(c2ccc(C)cc2C)CC1 (configuration not stated)	8	-1.9	-33	-0.8	-2	-3	8	10	-4
COc1ccc(C2C=C(C)Nc3nc(SC)nn32)cc1 (configuration not stated)	-12	-1.3	5	6.8	2	6	-7	2	4

In another format: entries from further up
Cc1cc(OC(C)C(=O)N(Cc2ccco2)C2CCS(=O)(=O)C2)ccc1Cl (configuration not stated)
  UBC9 SUMO inh: 18 | IMP-1 inhibitor: -2.0 | HCV NS3 hel inh: 26 | VIM-2 inh: -1.0 | IDE cell inh: -3 | IDE act: -1 | DNA FID counter: -39 | M18AAP inhibitor: -3 | p-CIP stab down: -8
O=C(c1cccc(S(=O)(=O)N2CCOCC2)c1)N1CCCC1
  UBC9 SUMO inh: 21 | IMP-1 inhibitor: -3.2 | HCV NS3 hel inh: -1 | VIM-2 inh: -3.3 | IDE cell inh: 1 | IDE act: 4 | DNA FID counter: 0 | M18AAP inhibitor: 7 | p-CIP stab down: -5

Next part.
structure	UBC9 SUMO inh	IMP-1 inhibitor	HCV NS3 hel inh	VIM-2 inh	IDE cell inh	IDE act	DNA FID counter	M18AAP inhibitor	p-CIP stab down
Clc1ccc(/C=N/Nc2nnc(Cl)c3ccccc23)cc1	17	-1.3	2	-0.6	-1	3	-2	2	-5
O=c1c2ccccc2oc2nc(-c3ccco3)n(Cc3ccccc3)c(=O)c12	10	-5.9	7	-0.9	-5	3	-5	11	-6
O=C(COC(=O)c1cccnc1Nc1cccc(C(F)(F)F)c1)NC1CCS(=O)(=O)C1 (configuration not stated)	-18	-2.6	9	-1.4	1	-8	-8	0	-7
COc1ccc(CN2CCC(CO)(CCOc3ccccc3)CC2)c(OC)c1C	7	0.1	-44	-2.3	0	-1	35	-5	8
CCOC(=O)COc1nc(OC)nc(N2CCOCC2)n1	21	-3.4	7	-1.0	7	0	-3	-1	-14
CCOC(=O)Cc1c(C)[nH]n(-c2ccccc2)c1=O	-11	-2.9	16	-3.0	2	.	-3	13	-14
O=C(NCCS(=O)(=O)N1CCN(c2ccccc2F)CC1)c1cc(=O)c2ccccc2o1	5	-2.6	-6	-1.7	-1	3	-30	-2	2
Cc1cccn2c(=O)c3cc(C(=O)NCCN4CCOCC4)c(=N)n(Cc4cccnc4)c3nc12	16	-1.6	4	4.7	3	-8	30	7	-8
CCC(=O)N1CCc2cc(S(=O)(=O)CCC(=O)Nc3ccc(OC)c(OC)c3)ccc21	8	-1.4	10	-0.3	-3	4	-8	1	10
Cc1ccc(S(=O)(=O)c2cc3ccccc3oc2=Nc2ccc3c(c2)OCCO3)cc1	-8	-1.8	8	-0.5	0	2	-1	-1	5
COc1ccc(CCNC(=O)CCn2c(=O)c3ccccc3n(CC(=O)NCC3CCCO3)c2=O)cc1OC (configuration not stated)	12	-1.8	11	-1.5	0	8	-23	6	-4
CCOC(=O)Cc1csc(NC(=O)c2ccc(S(=O)(=O)N3CCCCC3)cc2)n1	-1	-3.2	-18	-2.9	9	3	-25	1	-8
CC(=O)Nc1ccc(C(=O)OCc2ccc(F)cc2Cl)cc1	-10	-1.8	-5	-1.0	3	-4	-22	-4	0
Cc1ccc2nc(NC(=O)Cn3cc4c(n3)CCCCC4)sc2c1	-4	-2.8	-8	0.8	9	-2	-11	-4	0
O=C(CN1C(=O)NC2(CCCC2)C1=O)N1CCN(S(=O)(=O)c2ccccc2Br)CC1	2	-1.1	-1	-0.6	2	1	-18	-7	-3
O=C(Cn1cnc2ccccc21)N/N=C/c1cccnc1	-4	-1.1	-2	-1.6	3	-4	-1	-1	2
COc1ccccc1CCc1nnc(CCC(=O)NC(C)Cn2nc(C)cc2C)o1 (configuration not stated)	-4	-0.7	9	-0.2	7	1	-27	-15	-10
O=C(CCCN1C(=O)/C(=C/c2ccc(F)cc2)SC1=S)NCCCn1ccnc1	2	-3.5	-71	0.7	2	4	17	2	-3
CC(=O)N(CN1C(=O)C2C3C=CC(C3)C2C1=O)c1cccc(Cl)c1 (configuration not stated)	-12	-1.3	-9	1.7	-3	0	-6	-1	18
COc1ccc(OC)c2c1C(=O)c1ccccc1C2=O	50*	-1.4	-43	7.0	-7	.	15	13	-8

(next part)
structure	UBC9 SUMO inh	IMP-1 inhibitor	HCV NS3 hel inh	VIM-2 inh	IDE cell inh	IDE act	DNA FID counter	M18AAP inhibitor	p-CIP stab down
COc1ccc(C(=O)N2CCCC(CO)(Cc3ccccc3C)C2)o1 (configuration not stated)	2	-1.9	17	-1.5	-1	0	-42	-6	-2
CCOc1ccc(/C=N/NC(=O)C(OC)c2ccccc2)cc1 (configuration not stated)	8	-2.1	-1	-3.3	-3	-3	-8	3	-9
CCOC(=O)C(CC)Sc1nnc2n1C(C)(C)Cc1ccccc1-2 (configuration not stated)	-10	3.2	-12	-0.9	-2	2	-27	-2	-11
COc1ccc2nc(NC(=O)CNS(=O)(=O)c3cccs3)sc2c1	12	-1.3	-2	-3.2	-1	7	-2	3	8
CCOc1ccccc1NC(=O)c1nnn(-c2ccc3c(c2)OCCO3)c1N	0	-2.8	-26	-2.4	0	0	-11	-1	-6
O=c1c(Cc2ccc(F)cc2)c(O)ccn1CCCn1ccnc1	4	-3.6	-1	-3.3	5	7	0	2	1
O=c1[nH]c2ccc(NCc3ccc(OCc4ccccc4Cl)cc3)cc2[nH]1	2	-1.4	-11	-3.5	.	-1	-8	-7	-9
